Screens: PubChem, Sanford-Burnham Center for Chemical Genomics
CHOP UPR activ – apoptotic UPR (CHOP) activation | CHO-CHOP luciferase reporter, luminescence; percent of tunicamycin response over DMSO baseline | activation, % at 10 µM | 0.34% of 330,000 active | AID 449763;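 active = at 10 µM dose, activation of 40% or more, normalized to positive control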;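 also: 100% = tunicamycin at 10 µg/mL and 0% = DMSO alone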
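Test system: CHO-CHOP cells, stable luciferase reporter of PERK-eIF2a-CHOP signalling | Quantity: 500 CHO-CHOP cells per well | Buffer or medium: F12 plus 10% serum | Compound dosing: 10 µM single point, 0.5% DMSO | Schedule: 6 h compound treatment, 37 °C | Signal: Luciferase luminescence | Control set: Tunicamycin high control, DMSO low control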
APJ ag – activates the human apelin receptor APJ; CHO-K1 APJ PathHunter beta-arrestin, luminescence; 0% DMSO wells, 100% apelin; P35414; AID 2520; 0.11% of 330,000 active; activation, % at 20 µM;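 active = activation more than six SD over the plate average, tested at 20 µM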;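 also: 0% = DMSO alone and 100% = apelin-13 at 10 nM; some results filed as inactive read as strong as hits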
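Assay system: CHO-K1 cells stably expressing ProLink-tagged human APJ and arrestin–beta-gal acceptor. Compound dosing: 20 µM single point, 1% DMSO. Times: 16-18 h seeding, 90 min dark compound exposure, 60 min detection. Detection: beta-gal luminescence. Evaluation: APJ–arrestin association signal. Controls: negative DMSO alone, positive Apelin-13 at 10 nM.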
Mdm2 MdmX PPI – inhibitors of human Mdm2/MdmX interaction; O15151+Q00987; SaOS-2 split-luciferase Mdm2/MdmX complementation, luminescence; inhibition, % at 8 µM; 3% of 330,000 active; AID 485346;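 active = inhibition of at least 50% at 8 µM in the primary screen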
Target sequence (O15151 whole entry, looked up): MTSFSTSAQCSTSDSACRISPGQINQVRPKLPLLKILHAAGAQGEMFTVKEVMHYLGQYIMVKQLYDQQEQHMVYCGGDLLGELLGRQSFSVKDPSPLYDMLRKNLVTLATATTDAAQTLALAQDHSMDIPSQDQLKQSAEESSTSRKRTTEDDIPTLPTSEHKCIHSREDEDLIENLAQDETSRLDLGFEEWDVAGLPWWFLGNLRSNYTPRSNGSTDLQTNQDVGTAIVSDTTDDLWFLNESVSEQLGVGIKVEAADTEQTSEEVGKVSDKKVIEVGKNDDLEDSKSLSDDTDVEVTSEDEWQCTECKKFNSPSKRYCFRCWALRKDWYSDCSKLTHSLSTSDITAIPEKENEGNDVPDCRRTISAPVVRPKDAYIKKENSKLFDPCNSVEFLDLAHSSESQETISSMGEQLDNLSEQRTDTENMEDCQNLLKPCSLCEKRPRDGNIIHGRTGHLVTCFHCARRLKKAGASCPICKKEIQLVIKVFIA
Target sequence (Q00987 whole entry, looked up): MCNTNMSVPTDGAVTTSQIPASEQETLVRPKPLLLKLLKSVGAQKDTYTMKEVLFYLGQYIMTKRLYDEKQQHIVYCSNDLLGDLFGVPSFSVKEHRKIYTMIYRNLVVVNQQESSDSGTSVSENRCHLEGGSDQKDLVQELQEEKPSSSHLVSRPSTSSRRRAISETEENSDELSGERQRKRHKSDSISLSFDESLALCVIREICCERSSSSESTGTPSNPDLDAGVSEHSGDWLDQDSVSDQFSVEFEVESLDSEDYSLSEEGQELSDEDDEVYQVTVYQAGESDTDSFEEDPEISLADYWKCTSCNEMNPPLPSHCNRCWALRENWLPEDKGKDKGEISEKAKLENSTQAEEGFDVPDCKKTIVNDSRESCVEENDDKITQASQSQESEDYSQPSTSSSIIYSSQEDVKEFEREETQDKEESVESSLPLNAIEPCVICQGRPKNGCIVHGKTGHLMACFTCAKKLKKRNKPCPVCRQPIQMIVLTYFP
tim23-1 inh – tim23-1 yeast growth inhibition; S. cerevisiae tim23-1 growth, BacTiter-Glo luminescence, 24 h; inhibition, % at 20 µM; 1.3% of 330,000 active; AID 463212;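 active = growth inhibition of the mutant yeast at or above 50%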;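 also: temperature-sensitive mutant grown at 25 °C; plate controls were DMSO-treated mutant yeast for no effect and medium wells lacking yeast for full effect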
TIM10 inh – growth inhibitors of TIM10 yeast strain; S. cerevisiae TIM10 strain growth, BacTiter-Glo luminescence, 24 h; inhibition, % at 10 µM; 1.4% of 330,000 active; AID 463195;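 active = inhibition of 40% or more at the single tested concentration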;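 also: wild-type TIM10 isogenic control strain grown at permissive 25 °C; 0% = DMSO yeast wells and 100% = minimal medium wells without yeast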
tim10-1 inh – inhibits growth of tim10-1 mutant yeast. inhibition, % at 20 µM. 2.2% of 330,000 active. AID 463190. S. cerevisiae tim10-1 ts strain growth, BacTiter-Glo, 24 h;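 active = inhibition of at least 40%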;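 also: mutant grown at 25 °C; 0% = DMSO wells with yeast and 100% = wells holding no yeast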
UPR XBP1 act – activators of adaptive arm of unfolded protein response (XBP1); activation, % at 20 µM; CHO-XBP1 luciferase reporter, IRE1-XBP1 UPR activation, luminescence; percent of tunicamycin response, DMSO as zero; 0.33% of 330,000 active;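 active = versus positive control, 20 µM dose yields 30% or more activation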;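 also: 100% = tunicamycin at 10 µg/mL and 0% = DMSO only wells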
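Material: CHO cell line with stable XBP1 luciferase reporter; buffer or medium: F12 medium containing 10% fetal bovine serum; compound: single point, 20 µM final compound, 1% DMSO; incubation: 6 h treatment, 37 °C; measured by: glow luminescence from Steady-Glo reagent; evaluation: activation, % of tunicamycin; control set: tunicamycin high, DMSO low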
NLRP3 yeast inh – inhibitors of NALP3 inflammasome in yeast; inhibition, % at 10 µM; Yeast reconstituted NLRP3/ASC/caspase-1, beta-gal luminescence, 24 h; 0.39% of 330,000 active; AID 2825;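 active = inhibition of 50% or more; inactive = inhibition below 50%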;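 also: plate controls were induced DMSO wells for no effect and uninduced yeast grown without galactose for full effect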
NR3A LBD binder – NR3A (human) ligand-binding domain modulation; NR3A LBD differential scanning fluorimetry, Tm shift; 0% = protein alone, 100% = glycine-bound protein; Tm shift relative to glycine control, % at 25 µM; 2.5% of 340,000 active;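 active = melting temperature shift of at least 10% of the positive control shift, at one fixed dose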
* = called active by the depositor; x = not tested or not shown. Only part of the results is shown; count on the stated rates, not on these rows.

SMILES	CHOP UPR activ	APJ ag	Mdm2 MdmX PPI	tim23-1 inh	TIM10 inh	tim10-1 inh	UPR XBP1 act	NLRP3 yeast inh	NR3A LBD binder
CCCNC(=O)N1[C@H]2CC[C@@H]1C(C(=O)OC)=C(c1ccc(Cl)c(C(F)(F)F)c1)C2	-0.3	-1	9	25	-6	22	0	4	24*
Cc1cnc[nH]1	1.6	1	6	-3	3	0	1	6	0
CC(=O)c1c(O)n(-c2cccc(Cl)c2)c(=O)[nH]c1=O (tested in a mixture with another compound)	1.4	0	-5	1	-14	-9	2	10	1
CCOc1ccccc1N1C(=O)NC(=O)/C(=C/c2ccc3c4c(cccc24)CC3)C1=O	-0.7	-3	12	0	3	4	0	2	1
ClCCNc1nc2ccc(Cl)cc2[nH]1	1.3	-1	-1	-3	7	12	1	12	2
CC(Cc1ccccc1)NC(=O)C(c1ccc(N)cc1)c1ccc(N)cc1 (centres undefined)	1.7	-4	21	11	-2	12	-9	2	-1
COc1ccc(CC(C)NC2CCCCCC2)cc1 (centres undefined)	-0.6	-2	3	-7	-8	1	0	26	0
Cc1ccc(C2=NCC(=O)Nc3ccc(Br)cc32)cc1	-1.1	-3	5	25	2	10	-3	11	-1
CCCCn1c(O)c(C(C)=NCCN2CCCCC2)c(=O)[nH]c1=O	-0.3	-4	0	-4	-16	11	-1	9	0
Fc1ccc(C[n+]2c(-c3ccccc3)cc(-c3ccccc3)cc2-c2ccccc2)cc1	4.7	-4	89*	41	49*	55*	1	16	-6
O=C(COc1ccc(Cl)cc1Cl)N1CCN(C/C=C/c2ccccc2)CC1	0.7	1	29	2	-69	-94	-1	28	-8
CN1CCN(c2nc3ccccn3c(=O)c2C=C2C(=O)N(C)C(=O)N(C)C2=O)CC1	-1.2	-4	21	1	-2	12	-3	12	2
CC1CCC(C)(NS(=O)(=O)OCC(Cl)(Cl)Cl)CC1 (centres undefined)	0.7	7	21	37	15	31	5	46	-5
Cc1cc(=O)[nH]c(SCc2nc3ccccc3c(=O)n2-c2ccccc2C)n1	1.4	-4	12	-2	2	21	-2	20	-1
CC1(C)C2([N+](=O)[O-])CN3CC1([N+](=O)[O-])CN(C2)C3c1ccccn1 (centres undefined)	-1.6	-3	10	-1	4	16	2	5	3
O=C1Nc2ccc(Br)cc2C(c2ccccc2Cl)=NC1O (centres undefined)	-0.7	-3	-13	-1	-9	-6	-4	9	0
CC(C)C[C@H](NC(=O)[C@@H]1CCCN1C(=O)[C@@H](N)Cc1ccc(O)cc1)C(=O)NCC(N)=O	3.2	2	0	8	5	-9	-6	13	-3
Cc1cccc(N2C(=O)NC(=O)/C(=C\c3ccc4c(c3)CCCN4Cc3ccccc3)C2=O)c1	1.9	-2	25	13	-1	1	-2	32	-3
CN1C(=O)C(=Cc2ccc(SC3CCCCC3)o2)C(=O)N(C)C1=O	-1.0	7	23	33	11	19	-2	11	3
Cn1c(=O)c2c(nc(N/N=C/c3c(O)n(-c4ccccc4)c(=S)[nH]c3=O)n2C)n(C)c1=O	4.6	5	-8	17	-8	-6	2	32	0
COC(=O)C1=C(c2cc3ccccc3o2)C[C@@H]2CC[C@H]1N2C(=O)N1CCCC1	-0.5	-6	-7	-8	-9	21	-3	6	-1
CC(C)(C)c1ccc(CSc2cnn(C(C)(C)C)c(=O)c2Cl)cc1	10.0	-1	13	0	8	-8	-2	26	-2
COC(=O)C1=C(c2ccc(F)cc2OCc2ccccc2)C[C@@H]2CC[C@H]1N2C	1.9	-5	13	-6	-4	-1	0	4	-2
CNC(=O)Oc1ccc2c(c1)C(=O)c1ccccc1CO2	2.0	-8	-5	-4	-11	0	-1	7	-7
O=C(O)CCn1cc(C=C2C(=O)NC(=S)NC2=O)c(-c2cccc(Cl)c2)n1	-0.6	-3	2	11	6	2	1	7	-1

The list goes on:
SMILES	CHOP UPR activ	APJ ag	Mdm2 MdmX PPI	tim23-1 inh	TIM10 inh	tim10-1 inh	UPR XBP1 act	NLRP3 yeast inh	NR3A LBD binder
CN(C(=O)Oc1cccc2cccnc12)c1ccccc1	-1.8	-3	3	10	-6	28	-4	3	-2
CCC(=NCc1cc(OC)cc(OC)c1)c1c(O)n(C)c(=O)n(C)c1=O	-0.4	7	-14	21	30	28	4	7	8
COc1cc(/C=C/[N+](=O)[O-])ccc1OC(=O)c1cccnc1	-10	4	15	85*	34	-63	-13	42	-1
OCCOc1ccccc1	1.1	-4	5	14	2	10	-2	8	0
CCOC(=O)[C@@H]1[C@H]2COc3ccc(Br)cc3[C@@H]2N2C(=O)N(c3cccc(C)c3)C(=O)[C@]12C	-0.7	6	21	34	11	31	-1	9	-1
O=C(c1ccccc1F)c1cn(CC(=O)N2CCCCC2)c2ccccc12	0.1	-5	6	12	0	29	0	-4	0
O=c1[nH]c(=O)n(Cc2ccccc2)c(O)c1C=NCCCO	-0.9	-4	5	-6	0	17	0	4	2
CC1=NCCc2c1[nH]c1cc(O)ccc21	-0.6	6	3	12	0	4	-1	19	2
Cc1ccccc1N1CCN(C2CCCN(C(=O)COc3ccccc3)C2)CC1 (centres undefined)	-0.3	3	11	11	12	24	-4	18	2
CNc1ccc2nc3ccccc3[n+](C)c2c1	2.3	-6	83*	26	29	30	-6	47	12*
CCOP(=O)(C#CC(C)(C)C)C(O)(c1ccccc1)C(F)(F)F (centres undefined)	-1.6	1	6	29	14	29	-3	-2	-7
COc1ccc(C(c2ccc(OC)cc2)C(Cl)(Cl)Cl)cc1	4.3	-4	28	-2	-5	-15	1	17	3
Nc1nonc1C(=O)N/N=C/c1ccc([N+](=O)[O-])o1	2.1	-1	10	29	10	22	-3	2	2
O=[N+]([O-])c1ccc2nc(N3CCNCC3)ccc2c1	1.4	2	10	0	4	-4	-2	-6	-2
COc1ccc(/C=N/N=C(/N)N[N+](=O)[O-])c(OC)c1	-1.3	-3	23	-1	3	19	1	14	-1
O=c1[nH]c(=S)[nH]c(O)c1N=Nc1cc(S(=O)(=O)Nc2ccc(Cl)cc2)ccc1Cl	2.6	-3	24	-1	11	10	-2	33	13*
CC(=O)OC1N=C(c2ccccc2Cl)c2cc(Br)ccc2N(C)C1=O (centres undefined)	-0.5	-1	1	7	10	12	0	5	1
Nc1nc(SCCC(F)=C(F)F)n[nH]1	-0.6	-3	3	5	-10	3	1	7	-1
COc1ccc(C(=O)C2CCCN(Cc3cccc(C)n3)C2)c(OC)c1 (centres undefined)	-0.8	-3	-16	6	-16	8	-3	-16	0
COc1cccc(-c2sc3ccccc3c2-c2ccc(OCCN3CCOCC3)cc2)c1	-0.5	2	47	21	7	21	-2	21	15*
CCCCCn1c(=O)c(C(=O)NCCc2ccccc2)c(O)c2ccccc21	1.9	-3	-4	-1	-10	-36	-3	17	1
CCOC(=O)[C@@]1(C#N)C(c2ccc(Cl)c(Cl)c2)[C@H](C(N)=O)N2C=C(C(C)=O)C=C[C@H]21 (some centres undefined)	1.9	-1	23	17	-8	9	-3	20	-1
COCCOC(=O)C1=C(N)Oc2c(c(=O)oc3ccccc23)C1c1ccncc1 (centres undefined)	-1.6	-3	5	-27	-50	-34	3	18	0
CCN(c1ccc(C(O)(C(=O)OC)C(F)(F)F)cc1)S(=O)(=O)c1ccccc1 (centres undefined)	-0.1	-4	2	1	-24	15	-1	-7	2
CCCCCP(=O)(O)c1ccccc1	3.0	-2	-13	10	13	1	-1	7	1

(further entries)
SMILES	CHOP UPR activ	APJ ag	Mdm2 MdmX PPI	tim23-1 inh	TIM10 inh	tim10-1 inh	UPR XBP1 act	NLRP3 yeast inh	NR3A LBD binder
O=C(Cn1nc(-c2ccccc2)ccc1=O)N1CCC2(CC1)OCCO2	1.9	0	2	-5	6	8	-4	-11	1
COc1ccc(OC)c(CN2CCCC(C(=O)c3sccc3C)C2)c1 (centres undefined)	-2.5	-2	12	9	-28	3	-2	7	0
O=[N+]([O-])c1ccc(N2CCNCC2)cc1NC1CC1	0.9	0	-10	7	-1	15	1	24	x
Nc1ccccc1C(=O)OCCOc1ccccc1	-2.1	1	-83	1	-8	10	-1	32	0
CC(C)n1nnnc1CN1CCN(C)CC1	2.2	3	25	10	-12	-20	-4	12	1
Cc1cccc(C)c1NC1=NCCCS1	-0.1	3	-12	-2	7	-8	-6	6	1
COP(=O)(CC(=O)O)c1ccccc1 (centres undefined)	-1.0	-3	-11	13	-9	12	-2	5	0
Cc1cc(OC(=O)c2ccco2)c2c3c(c(=O)oc2c1)CCCC3	3.2	-4	28	33	-5	15	-2	19	-2
Clc1cccc(CNCCc2ccc3c(c2)OCO3)c1	-0.3	-1	-23	-14	5	-6	-5	16	-6
O=C1NC(=O)C2(C(=O)N1)C(c1ccc(F)cc1)NC(=S)NC2c1ccc(F)cc1 (centres undefined)	0.2	1	-7	14	1	9	0	5	-1
COc1cccc(C(=O)C2CCCN(Cc3ccc4nsnc4c3)C2)c1 (centres undefined)	-0.6	0	-5	-24	-67	-58	8	16	0
CCCCC1(CN2CCCC2=O)C(=O)NC(=O)NC1=O	2.8	-4	19	-6	13	-10	-4	16	0
Cc1ccc(OCCOc2cccc(C=C3C(=O)NC(=O)NC3=O)c2)cc1	-2.9	0	-32	23	8	12	-11	13	-4
CC(=O)N(C1=NCCCS1)c1ccc(Cl)cc1	-1.7	-2	-23	4	-18	-7	0	7	-2
COc1cccc(CN2CCNCC2)c1OC	-0.2	-3	-3	9	-6	4	-5	-1	2
CCOCCN1CCC(OC(C)=O)C(C)C1 (centres undefined)	-1.8	-7	3	-2	-3	0	0	-5	1
CCC[N+]12CCC(CC1)C(=C(c1ccccc1)c1ccccc1)C2	-1.1	-2	-11	7	-13	9	0	-5	-2
O=C(Cc1ccccc1)OCC(=O)c1ccccc1	5.5	8	19	0	4	-8	4	7	1
Cc1ccc(/C=C2\C(=O)NC(=O)N(CCc3ccc(F)cc3)C2=O)o1	0.0	10	26	40	5	18	1	16	1
O=C(N/N=C/c1c(O)n(Cc2ccccc2)c(=O)[nH]c1=O)c1ccncc1	0.6	-3	7	4	20	13	-2	8	-3
COc1ccc2[nH]cc(C(=O)CN(C)C)c2c1	-1.2	-1	-15	-15	6	5	-3	4	-2
Cc1ccc(/C=C2/C(=O)NC(=O)N(Cc3ccc(F)cc3)C2=O)o1	4.8	16	7	33	2	10	13	13	x
C/C(=N\NC(=O)c1ccncc1)c1c(O)n(-c2ccccc2)c(=O)[nH]c1=O	0.1	-1	-19	19	-12	7	1	8	0

Nothing new here: 3 of the compounds above.
SMILES	CHOP UPR activ	APJ ag	Mdm2 MdmX PPI	tim23-1 inh	TIM10 inh	tim10-1 inh	UPR XBP1 act	NLRP3 yeast inh	NR3A LBD binder
COP(=O)(CC(=O)O)c1ccccc1 (centres undefined)	-1.0	-3	-11	13	-9	12	-2	5	0
Cc1cc(OC(=O)c2ccco2)c2c3c(c(=O)oc2c1)CCCC3	3.2	-4	28	33	-5	15	-2	19	-2
Clc1cccc(CNCCc2ccc3c(c2)OCO3)c1	-0.3	-1	-23	-14	5	-6	-5	16	-6
